High-throughput results: PubChem, Fisher Drug Discovery Resource Center
mcGAS inh: cyclic GMP-AMP synthase inhibitors, mouse, primary biochemical chemiluminescence. recombinant cGAS, Kinase-Glo ATP depletion luminescence. inhibition, % at 12.5 µM. hit rate 0.15% among 160,000. AID 1259399, 2018;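 further: 0% = negative control wells and 100% = reference inhibitor with no enzyme activity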
NPYLR7 agonist: agonists of mosquito NPYLR7 receptor, primary screen, cell-based, Aedes aegypti, calcium fluorescence, mosquito biting behavior; Aedes aegypti neuropeptide Y-like receptor 7 (NPYLR7); HEK293T NPYLR7/Galpha15, GCaMP6s calcium fluorescence; activation, % at 10 µM; hit rate 0.15% among 270,000; AID 1259423, 2018; in the data active means activation above about 40%;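 further: 0% = vehicle and 100% = reference agonist at the receptor; some compounds past the cut are filed as inactive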
hcGAS inh: Primary biochemical luminescence assay for human cyclic GMP-AMP synthase inhibitors | AID 1259398, 2018 | hit rate 0.081% among 290,000 | Q8N884 | inhibition, % at 12.5 µM | recombinant h-cGAS, ATP depletion, Kinase-Glo luminescence;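 further: 0% = vehicle reaction and 100% = reaction without DNA for no activity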
Target sequence (Q8N884 whole entry, looked up): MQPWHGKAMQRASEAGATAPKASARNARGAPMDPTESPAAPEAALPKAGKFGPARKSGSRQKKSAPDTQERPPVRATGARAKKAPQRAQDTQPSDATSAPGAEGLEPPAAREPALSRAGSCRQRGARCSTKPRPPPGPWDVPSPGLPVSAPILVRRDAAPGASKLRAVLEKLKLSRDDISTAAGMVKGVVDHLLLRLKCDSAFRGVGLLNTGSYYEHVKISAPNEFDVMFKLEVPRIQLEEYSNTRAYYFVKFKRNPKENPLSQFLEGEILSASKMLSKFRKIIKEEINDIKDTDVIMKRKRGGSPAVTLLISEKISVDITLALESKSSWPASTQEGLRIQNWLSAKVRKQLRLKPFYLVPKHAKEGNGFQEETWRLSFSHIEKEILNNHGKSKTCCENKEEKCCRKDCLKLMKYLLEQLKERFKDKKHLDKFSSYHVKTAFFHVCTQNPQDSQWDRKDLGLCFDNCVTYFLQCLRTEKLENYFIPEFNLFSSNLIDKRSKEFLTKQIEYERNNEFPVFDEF
* = called active by the depositor; · = not tested or not shown; & = joins results of further samples. Unless noted, no stated cut-off is given here; in the data, active means inhibition above about 40%; inactive means the rest.

canonical_smiles	mcGAS inh	NPYLR7 agonist	hcGAS inh
CN(CC(=O)Nc1cnccn1)Cc1csc(-c2ccccc2)n1	-8	1	-3
CC1(C)CC(C2N3CC4(C)CN2CC(C)(C3)C4=O)CCO1 (stereo not given)	·	-4	1
C/C(=N\NC(=O)CSc1nnc(-c2ccccc2)n1-c1ccccc1)c1ccc(Cl)cc1	·	-9	-10
CSc1nc(SCC(=O)NCC2CCCO2)c2sc3c(c2n1)COC(C)(C)C3 (stereo not given)	·	-10	-5
COc1ccc(NC(=O)CCC2CCN(C(=O)C3=CCCC3)CC2)c(OC)c1	·	2	-13
COc1cc2ccccc2cc1C(=O)Nc1ccc(Cl)c(-c2nc3ccccc3o2)c1	-3	-2	-5
COC(=O)c1sccc1NC(=O)Cc1ccc(OC)cc1	·	1	-8
O=C(NC1CCCCCC1)c1ccco1	·	6	-9
COC(=O)c1ccc(OCC(O)CN2CC(C)c3ccccc32)cc1 (stereo not given)	·	-1	-8
Cc1ccc(S(=O)(=O)N2CCN(c3cccc(C)c3C)CC2)cc1	·	2	-6
Cc1c(C)n2c3c(=O)n(CCN4CCOCC4)c(=O)n(C)c3nc2n1-c1ccccc1Cl	-8	-2	-3
CCOCCn1c(SCCCc2ccccc2)nc2c1c(=O)[nH]c(=O)n2C	·	-18	0

(more compounds)
canonical_smiles	mcGAS inh	NPYLR7 agonist	hcGAS inh
CCCCN=C1SCC(c2[nH]c(C)c(C(=O)OCC)c2C)=NN1C	2	5	-4
Cc1cccc(C2(CNC(=O)C3CC3c3cccnc3)CCCCC2)c1 (stereo not given)	·	2	-5
CC(NC(=O)c1cc(NC(=O)NCc2ccccc2)ccc1N1CCCC1)c1ccccc1 (stereo not given)	0	-9	-3
CCC(C(=O)Oc1coc(CSc2nc(C)cc(C)n2)cc1=O)c1ccccc1 (stereo not given)	28	-8	5
CCONC(=O)c1nn(-c2ccccc2F)cc1O	·	2	2
Cc1nc2sc3c(c2c(=O)n1N=Cc1ccccc1O)CCCC3	-4	-4	-2
COc1ccc(C2C(C(=O)OC(C)C)=C(C)N=c3sc(=Cc4ccco4)c(=O)n32)cc1 (stereo not given)	-7	-6	-8
COc1ccc2c(c1)SC(c1ccc(OC)c(C)c1)CCN2Cc1cnc(C)[nH]1 (stereo not given)	·	11	-11
Cc1ccccc1OC(=O)c1ccc2c(c1O)C(=O)c1ccccc1C2=O	-5	4	-4
CC(C)(C)c1ccc2oc(CN3CC(=O)N4CC[C@@H](O)C[C@H]4C3=O)nc2c1	-7	13	-3
COc1ccc2c(c1)-c1cc(Cl)ccc1S(=O)(=O)N2	·	2	-9
Cc1ccc(NC(=O)Cn2nc3ccc(S(=O)(=O)C(C)(C)C)nn3c2=O)cc1C	-8	·	-8

Later entries.
canonical_smiles	mcGAS inh	NPYLR7 agonist	hcGAS inh
CC(C)COCCCNC(=O)Nc1ccc(C2CC2)nn1	-11	3	-5
O=C1CCc2cc(NC(=O)c3ccc(Cn4ccnc4)cc3)ccc2N1	·	4	-4
O=C(NC1=NCCS1)c1cccc(OCc2cn3ccccc3n2)c1	·	-3	3
CC(Sc1nnc(N)s1)c1nnc(-c2cccs2)o1 (stereo not given)	·	-1	-7
Cc1ccccc1-c1nnc2ccc(-c3ccc(C(=O)N(C)C)cc3)cn12	-3	-11	-2
COc1ccc(-c2ccccc2NC(=O)C2CCCN(Cc3ccnc4ccccc34)C2)cc1 (stereo not given)	-13	12	-12
N#Cc1c(CN2C(=O)NC3(CCSC3)C2=O)cn2ccccc12 (stereo not given)	·	0	3
COC(=O)c1ccc(NC(=O)c2nnn(Cc3ccccc3)c2N)cc1	-6	0	-5
CCC(CC)C(=O)Nc1cccc(-c2cccc(-c3ccc(F)cc3)n2)c1	-6	-3	-5
CC(C)(C)c1cc(CN2CCC(N3CCSCC3)CC2)[nH]n1	·	6	-8
CCOC(=O)c1cc(-c2cccc(NC(=O)c3cc(F)cc(F)c3)c2)n(-c2cccc(C)c2)n1	-6	27	-7
NS(=O)(=O)Cc1noc2ccccc12	-7&-3	17&-17&-3&1	-5&-1&-3&1

Further results.
canonical_smiles	mcGAS inh	NPYLR7 agonist	hcGAS inh
O=C(c1cc(C2CC2)on1)N1CCN(c2ccccc2O)CC1	·	-3	-8
Cc1c(Br)c(C(=O)NC2C3CC4CC(C3)CC2C4)nn1C (stereo not given)	·	12	-9
CC(Oc1ccccc1)C(=O)NN=Cc1ccccc1O (stereo not given)	·	-1	-8
CC(C)C(C)N(Cc1cc(NC(=O)C2CCCC2)ccc1N(C)C)S(=O)(=O)c1cccc(Cl)c1 (stereo not given)	-3	10	5
CN(C)C(=O)N1CCC[C@@H]1C(=O)NCCCNC(=O)c1ccccc1	-11	13	-11
Cc1cc2nn(-c3ccc(C(C)C)cc3)nc2cc1N	·	1	9
Cc1cccc(-c2cccc(NC(=O)C3CCCN(C(=O)c4cscn4)C3)c2)c1 (stereo not given)	-11	14	-8
COc1ccccc1CN(C)[C@H]1[C@H](O)C[C@@H]2CC(C)(C)OC[C@]21O	0	1	1
COc1ccc(CCN(Cc2ccc(C)o2)C(=O)CN(CC(C)C)C(=O)Nc2cccc(Cl)c2)cc1OC	-3	-12	-3
COc1ccccc1-c1coc2c(CN3CC4CC(C3)c3cccc(=O)n3C4)c(O)ccc2c1=O (stereo not given)	-9	9	-6
O=C(CSC1=NS(=O)(=O)c2ccccc2N1)N1CCOCC1	·	13	-4
O=C(c1ccc(Br)o1)N1CCN(CC=Cc2ccccc2)CC1	·	-3	-2

Some of the entries so far, with values under each structure.
Values in the order – mcGAS inh, NPYLR7 agonist, hcGAS inh
Cc1nc2sc3c(c2c(=O)n1N=Cc1ccccc1O)CCCC3
  -4, -4, -2
COc1ccc(C2C(C(=O)OC(C)C)=C(C)N=c3sc(=Cc4ccco4)c(=O)n32)cc1 (stereo not given)
  -7, -6, -8
O=C(c1cc(C2CC2)on1)N1CCN(c2ccccc2O)CC1
  ·, -3, -8
COc1ccc(NC(=O)CCC2CCN(C(=O)C3=CCCC3)CC2)c(OC)c1
  ·, 2, -13

More compounds follow:
canonical_smiles	mcGAS inh	NPYLR7 agonist	hcGAS inh
N=C(N)SC12CC3CC(CC(C3)C1)C2	·	-6	-5
Cc1[nH]n(-c2ccccc2)c(=O)c1C1=C(N2CCC(C)CC2)C(=O)N(Cc2ccco2)C1=O	-5	23	0
CC(C)c1nccn1CCCNC(=O)c1ccc(N2C[C@H]3CNC[C@H]3C2)nc1	·	9	-6
O=C(O)C1CC(=O)N(Cc2csc(Cc3ccccc3)n2)C1 (stereo not given)	-12	12	-8
CC(C)(C)c1ccc(S(=O)(=O)N2CCN(C(=O)CN3CCCCCC3=O)CC2)cc1	·	17	-13
Cc1ccc(N2C(=O)CC(C3CCCC=C3N3CCOCC3)C2=O)cc1 (stereo not given)	-10	1	-8
COc1ccc(CN2CCNC(=O)C2CC(=O)N(C)Cc2nc3ccccc3[nH]2)cc1OC (stereo not given)	·	3	2
COc1cccc2cc(-c3csc(NCc4ccc(F)cc4)n3)c(=O)oc12	1	0	1
O=c1c2[nH]c3ccccc3c2ncn1Cc1ccccc1	-8	0	-5
CNc1nc(-c2ccc(NC(=O)C(C)C)cc2)c(C)s1	·	-5	-5
Cc1cc(C)cc(C(=O)NCc2ccc(-c3csc(C)n3)s2)c1	·	-2	-3
COc1ccc2nc(-c3ccc(OC)c(NC(=O)CC4CCCC4)c3)cn2n1	-8	-7	-3

More entries.
canonical_smiles	mcGAS inh	NPYLR7 agonist	hcGAS inh
CCNC(=O)CC[C@H](N)C(=O)O	·	-6	-7
c1ccc(Cc2noc(-c3ccc(N4CCN5CCCC5C4)nc3)n2)cc1 (stereo not given)	-16	14	-6
CN(Cc1cccc(F)c1)Cc1nc2ccccc2c(=O)n1Cc1ccco1	-8	-6	-6
CN(Cc1cc2ccccc2s1)C(=O)CCc1nnc(CCc2c[nH]c3ccccc23)o1	·	-3	-5
COc1ccc(C2=NNC(c3ccccc3)C2)c(O)c1 (stereo not given)	·	-1	-8
COc1cccc(-c2nc(C)c(-c3ccc(SCC(=O)Nc4nc(C)cs4)nn3)s2)c1	-6	5	-1
CCn1nc(C)c(CCNC(=O)NCC(C)C)c1C	0	·	3
CCC(C)(C)NC(=O)CSc1nnc(N2CCCC2)n1-c1ccc(C)cc1	-17	-3	-2
CC1(C)Cc2cc(C3CC(=O)NCc4nc5ccccn5c43)ccc2O1 (stereo not given)	·	-1	-9
COC(=O)c1ccc(N=C2SC(C(=O)Nc3ccc(F)cc3)CC(=O)N2C)cc1 (stereo not given)	2	-1	5
CC(C)C(NCc1cccc2c1OCCCO2)c1cccs1 (stereo not given)	·	2	-8
COc1ccc(Nc2ncnc3[nH]ncc23)c(OC)c1	·	12	-3

(list continues)
canonical_smiles	mcGAS inh	NPYLR7 agonist	hcGAS inh
O=C(CSc1nc2ccccc2c(=O)n1-c1cccc(Cl)c1)N1CCCC1	-8	0	-3
CNC(=O)NC(=O)COC(=O)c1ccc([N+](=O)[O-])o1	·	0	1
O=C(O)[C@H](O)[C@@](O)(Cc1ccc(O)cc1)C(=O)O	-4	·	-2
CCC(=O)Nc1cccc(C(=O)N(CC#Cc2ccccc2)C2CC2)c1	-12	16	-7
CC1(NC(=O)c2nn(-c3ccccc3)c3c2CCC3)CCS(=O)(=O)C1 (stereo not given)	·	0	-2
N#Cc1ccc(-n2ncc3c2CCN(C(=O)/C=C/c2ccoc2)C3)cc1	·	1	-3
Cc1cc(C)cc(-n2ncc3c2CCCC3NC(=O)c2ccccc2N2CCOCC2)c1 (stereo not given)	-6	1	-6
O=C1NC(c2ccccc2)C(=O)N(CC(=O)N2CCCC(O)C2)c2ccccc21 (stereo not given)	·	0	-5
CC1C(=O)N(c2cccc(F)c2)CCN1C(=O)c1ccc(F)cc1 (stereo not given)	-5	-6	-3
Cc1ccsc1CN(Cc1ccc(F)cc1)Cc1nc(C(=O)NC(C)c2ccccc2)co1 (stereo not given)	8	-7	4
Cc1cc(C)c(NC(=O)Cn2nc3n(C)c(=O)c4c(c(-c5ccccc5)cn4C)n3c2=O)c(C)c1	-4	16	-5
CCOc1ccc(NC(=O)N2CCc3cc(OC)c(OC)cc3C2CNC(=O)Cc2ccccc2)cc1 (stereo not given)	-4	9	-3

Arranged by molar mass (low to high): part of the list above
canonical_smiles	mcGAS inh	NPYLR7 agonist	hcGAS inh
CCC(=O)Nc1cccc(C(=O)N(CC#Cc2ccccc2)C2CC2)c1	-12	16	-7
CC1(NC(=O)c2nn(-c3ccccc3)c3c2CCC3)CCS(=O)(=O)C1 (stereo not given)	·	0	-2
O=C(CSc1nc2ccccc2c(=O)n1-c1cccc(Cl)c1)N1CCCC1	-8	0	-3
Cc1cc(C)cc(-n2ncc3c2CCCC3NC(=O)c2ccccc2N2CCOCC2)c1 (stereo not given)	-6	1	-6
Cc1cc(C)c(NC(=O)Cn2nc3n(C)c(=O)c4c(c(-c5ccccc5)cn4C)n3c2=O)c(C)c1	-4	16	-5
CCOc1ccc(NC(=O)N2CCc3cc(OC)c(OC)cc3C2CNC(=O)Cc2ccccc2)cc1 (stereo not given)	-4	9	-3

Going on with the list.
canonical_smiles	mcGAS inh	NPYLR7 agonist	hcGAS inh
Cc1cccc(OCC(=O)N2CCC(n3c(Cc4ccccc4)nc4ccccc43)CC2)c1C	-8	-5	-5
CC(=O)N1CCN(CC[C@@H]2CC[C@H](O)[C@@H](C(=O)N(C)Cc3ccccc3)O2)CC1	-8	-9	-8
CCc1c(C)nn(CCNC(=O)c2cc(C)nc3c(C)cccc23)c1C	-8	3	0
CN(C)c1ccc(/C=C2\N=C(c3cccc(F)c3)OC2=O)cc1	-5	6	-7
O=C1N=C2OC=C(C(=O)Nc3ccc(-n4cccn4)cc3)N2CCN1	·	-6	-6
CCN(CCCNC(=O)CCCn1cnc2ccccc2c1=O)c1ccccc1	·	9	-9
O=C1CC(Nc2cnc3ccccc3n2)CN1C1Cc2ccccc2C1 (stereo not given)	-13	8	-8
CCC(C)C(NC(=O)c1ccc([N+](=O)[O-])cc1Cl)C(=O)Nc1nnc(-c2ccc(Cl)cc2)s1 (stereo not given)	-3	3	2
Cc1cc(C(=O)N2CCCC(CCc3ccc(F)cc3)C2)cc2sc(N)nc12 (stereo not given)	-9	0	-4
O=C(Nc1ccc2c(c1)CN(C(=O)CCOc1ccccc1)CC2)c1ccccn1	-2	6&-3	-8&-1
Cc1cc(CNC(=O)c2ocnc2C)c2[nH]c(-c3ccccc3)c(C)c2c1	-8	3	-6
CC(=O)CSc1ncnc2sc3c(c12)CCC(C)C3 (stereo not given)	-8	7	-7

(continued)
canonical_smiles	mcGAS inh	NPYLR7 agonist	hcGAS inh
CCCc1nc(C(=O)N2CC(c3ccncc3)C2)cs1	0	-2	-2
Cn1nc(CN2CCC3(CC2)CNC(=O)C3)c2c(Cl)cccc21	·	3	3
O=C1NC(=O)C2C1C(c1ccccc1)N1C3C(=O)NC(=O)C3C(c3ccccc3)N21 (stereo not given)	-8	3	-15
CO[C@H]1CN(C(C)C)C[C@@H]1Nc1nc(-c2ccccc2)nc2c1CCNC2	·	-1	-4
O=C(CC1NC(=O)c2ccccc21)NCCc1nc2c(s1)CCC2 (stereo not given)	·	8	-8
COc1ccccc1-c1nnc(NC(=O)CSc2nnc(NC(=O)C3CC3)s2)s1	-5	3	-10
CC(C)CCc1nc(N2CCN(C(=O)CCc3ccccc3)CC2)c2cnn(-c3cccc(Cl)c3)c2n1	-4	30	-4
CCOc1ccc(-n2c(=O)c3ccc(Cl)cc3n(C(C)C(=O)NC3CC3)c2=O)cc1 (stereo not given)	-9	28	-2
CN(CC1CC(=O)N(C2CCCC2)C1)C(=O)Nc1cc(C2CC2)nn1C (stereo not given)	-4	·	-9
